Screening data deposited in PubChem by The Scripps Research Institute Molecular Screening Center.
MITF primary: human MITF inhibition, primary screen | hit rate 0.91% among 650,000 | AlphaScreen MITF homodimerization, bead proximity signal | inhibition, % at 2.6 µM | AID 1259374; in the data active = inhibition above about 50%;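 also: 0% = vehicle wells with protein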
Target sequence (O75030 whole entry, looked up): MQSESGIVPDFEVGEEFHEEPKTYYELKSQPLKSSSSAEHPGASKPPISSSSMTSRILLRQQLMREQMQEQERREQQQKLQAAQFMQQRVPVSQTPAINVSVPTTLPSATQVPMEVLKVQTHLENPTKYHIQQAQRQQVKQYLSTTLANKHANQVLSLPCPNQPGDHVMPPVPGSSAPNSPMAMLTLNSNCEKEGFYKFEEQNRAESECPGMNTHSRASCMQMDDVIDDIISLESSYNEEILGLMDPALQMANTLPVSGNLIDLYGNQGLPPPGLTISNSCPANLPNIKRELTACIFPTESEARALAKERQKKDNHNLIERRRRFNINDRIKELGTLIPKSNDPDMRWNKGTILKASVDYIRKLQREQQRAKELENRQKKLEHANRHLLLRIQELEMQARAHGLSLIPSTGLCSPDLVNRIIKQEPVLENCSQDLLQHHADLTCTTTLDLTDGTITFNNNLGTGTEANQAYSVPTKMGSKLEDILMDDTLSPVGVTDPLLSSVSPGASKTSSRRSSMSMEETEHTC
TEAD-YAP block: TEAD-YAP interaction inhibition | hit rate 1.4% among 640,000 | inhibition, % at 9.12 µM | HEK-TIYL cells, TEAD-Gal4/YAP UAS-luciferase luminescence; in the data active = inhibition above about 32%;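 also: 0% = median of test compound wells and 100% = reference inhibitor wells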
GPR151 ag: human GPR151 activation; Q8TDV0; PathHunter beta-arrestin GPR151 cells, luminescence; activation, % at 11.2 µM; hit rate 1% among 650,000; in the data active = activation above about 4.9%;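 also: 0% = median of compound wells and 100% = cells with positive control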
Target sequence (Q8TDV0 whole entry, looked up): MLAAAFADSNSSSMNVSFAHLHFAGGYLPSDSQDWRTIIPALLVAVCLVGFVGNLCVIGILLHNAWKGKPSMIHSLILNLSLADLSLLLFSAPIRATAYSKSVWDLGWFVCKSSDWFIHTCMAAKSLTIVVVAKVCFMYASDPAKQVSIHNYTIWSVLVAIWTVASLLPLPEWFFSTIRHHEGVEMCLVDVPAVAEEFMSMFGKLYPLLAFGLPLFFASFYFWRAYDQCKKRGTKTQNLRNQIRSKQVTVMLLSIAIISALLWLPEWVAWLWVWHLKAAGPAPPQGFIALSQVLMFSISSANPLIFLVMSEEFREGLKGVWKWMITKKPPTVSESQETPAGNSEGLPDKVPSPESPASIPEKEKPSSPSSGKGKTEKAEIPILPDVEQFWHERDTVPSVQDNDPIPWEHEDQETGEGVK
FBW7 act: activators of human E3 ligase FBW7. Q969H0. AlphaScreen FBW7–phospho-cyclin E peptide binding, activator screen. normalized activity (activation), % at 26.1 µM. hit rate 0.13% among 650,000; in the data active = normalized activity above about 1.9%;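 also: purified mutant Fbw7 with reduced substrate affinity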
Numbers without * were called inactive.

item	mol	MITF primary	TEAD-YAP block	GPR151 ag	FBW7 act
1	CCN1CCC(CCc2ccc(NC(=O)C3CCCO3)cc2)C(C)C1 (stereo unspecified)	-11	-27	0.0	0.2
2	CCSc1nnc(C2CCCN(C(=O)N3CCCCC3)C2)n1CC (stereo unspecified)	5	0	1.5	-0.1
3	Cc1ccc2nc3c(cc(C(=O)NCC4CCCO4)c(=N)n3C3CCCCC3)c(=O)n2c1 (stereo unspecified)	5	2	0.5	0.2
4	COc1ccc(-c2noc(CC(=O)N3CC(C)CC(C)C3)n2)cc1 (stereo unspecified)	0	-6	2.5	0.0
5	O=C1OC(c2cc(Cl)ccc2Cl)=N/C1=C\c1cccc([N+](=O)[O-])c1	-4	-5	-0.2	-0.1
6	c1ccc(Oc2ccc(Nc3nc(-c4ccccc4)nc4c3ncn4-c3ccccc3)cc2)cc1	2	4	-0.7	0.1
7	O=C(NCCOc1ccccc1)c1ccc2nc(Nc3ccc4ncccc4c3)sc2c1	11	-3	2.2	-0.1
8	Cc1oc(-c2ccccc2F)nc1CS(=O)CC(=O)NC1CCCCC1 (stereo unspecified)	-14	-3	0.7	0.2
9	CCN(CC)S(=O)(=O)c1ccc(C(=O)Nc2ccc(OC)cc2[N+](=O)[O-])cc1	1	0	2.2	-0.3
10	COc1ccc(CCN2C(=O)c3ccc(Oc4ccc(NC(=O)c5oc(=O)c6ccccc6c5-c5ccccc5)cc4)cc3C2=O)cc1OC	2	1	-0.7	-0.1
11	COc1cc([N+](=O)[O-])ccc1NC1OC(=O)c2ccccc21 (stereo unspecified)	-9	2	0.0	0.1
12	Cc1cccn2c(=O)c(C=NCc3ccccc3)c(NCc3ccccc3)nc12	6	-6	-1.2	0.8
13	CCc1ccc(NC(=O)CSc2nc3ccccc3c3nc(C)nn23)cc1	10	62*	0.1	0.0
14	CCOC(=O)c1c(NC(=O)c2ccc(S(=O)(=O)N3CCc4ccccc43)cc2)sc2c1CCC(C)C2 (stereo unspecified)	12	7	-1.9	0.2
15	CCN1CCN(C(c2cccs2)C(C)NC(=O)C(=O)NCc2ccco2)CC1 (stereo unspecified)	7	1	0.2	0.7
16	COC(=O)C1=CN(Cc2ccc(OC)c(OC)c2)C=C(C(=O)OC)C1c1ccc(OC(F)(F)F)cc1	-7	-24	-0.1	0.1
17	CC1Cc2nc(SCC(=O)c3ccc(Cl)cc3)n(C)c(=O)c2S1 (stereo unspecified)	1	-2	-0.4	0.0
18	O=C(CCC1CCCN(C(=O)c2cccc(-n3cccn3)c2)C1)NCc1ccccc1F (stereo unspecified)	12	-8	0.2	-0.1
19	CCC1CN(S(=O)(=O)c2c(C)[nH]c(=O)[nH]c2=O)c2cc(C)ccc2O1 (stereo unspecified)	-6	-2	-1.4	-0.1
20	COc1ccc(NC(=O)COC(=O)CCOc2ccc(C(C)(C)C)cc2)c([N+](=O)[O-])c1	10	7	-0.7	-0.3

In the list so far, these contain an aryl thioether with sulfur outside any ring:
item	mol	MITF primary	TEAD-YAP block	GPR151 ag	FBW7 act
2	CCSc1nnc(C2CCCN(C(=O)N3CCCCC3)C2)n1CC (stereo unspecified)	5	0	1.5	-0.1
13	CCc1ccc(NC(=O)CSc2nc3ccccc3c3nc(C)nn23)cc1	10	62*	0.1	0.0
17	CC1Cc2nc(SCC(=O)c3ccc(Cl)cc3)n(C)c(=O)c2S1 (stereo unspecified)	1	-2	-0.4	0.0

In the list so far, four have a nitro group on carbon:
item	mol	MITF primary	TEAD-YAP block	GPR151 ag	FBW7 act
5	O=C1OC(c2cc(Cl)ccc2Cl)=N/C1=C\c1cccc([N+](=O)[O-])c1	-4	-5	-0.2	-0.1
9	CCN(CC)S(=O)(=O)c1ccc(C(=O)Nc2ccc(OC)cc2[N+](=O)[O-])cc1	1	0	2.2	-0.3
11	COc1cc([N+](=O)[O-])ccc1NC1OC(=O)c2ccccc21 (stereo unspecified)	-9	2	0.0	0.1
20	COc1ccc(NC(=O)COC(=O)CCOc2ccc(C(C)(C)C)cc2)c([N+](=O)[O-])c1	10	7	-0.7	-0.3

The list goes on.
item	mol	MITF primary	TEAD-YAP block	GPR151 ag	FBW7 act
21	O=C(Cc1ccc([N+](=O)[O-])cc1)N1CCCc2ccccc21	15	4	-0.7	-0.2
22	O=C(Nc1ccc(S(=O)(=O)NCc2cccnc2)cc1)c1ccco1	6	14	-0.2	2.1*
23	Brc1cccc(OCCCn2ccnc2)c1	65*	4	-0.4	0.0
24	CCOc1ccc2cc(-c3nnc(Nc4ccc(OC)cc4)s3)c(=O)oc2c1	-8	6	1.7	-0.1
25	COC(=O)C1=CN(C2CC2)C=C(C(=O)OC)C1c1ccc(Cl)c(Cl)c1	9	1	-1.4	-0.1
26	COc1cc2c(cc1OC)CN(C(=O)c1cc(-c3ccc(F)cc3)c[nH]1)CC2	12	-10	-1.2	-0.3
27	Cn1c(=O)c2c(nc(CN3CCc4ccccc4C3)n2CCc2ccccc2)n(C)c1=O	-17	-3	0.3	-0.1
28	CCn1c(SCC(=O)OCc2ccccc2)nnc1-c1ccco1	5	1	2.7	0.5
29	CCOC(=O)c1c(-c2ccc(C)cc2)csc1NC(=O)COc1ccc(F)cc1	10	13	0.1	0.3
30	CCOC(=O)c1c(NC(=O)C(C)Sc2nnc(CNC(=O)c3cccc(F)c3)n2Cc2ccccc2)sc2c1CCC2 (stereo unspecified)	16	22	-1.4	0.3
31	Cc1cccc(NC(=O)CSc2nc3[nH]ncc3c(=O)[nH]2)c1C	-2	12	1.6	-0.1
32	Fc1cccc(F)c1-c1noc(-c2cccs2)n1	-6	-64	-0.3	-0.1
33	CCC(CC)c1nnc(NS(=O)(=O)c2ccc(C)cc2)s1	-4	-4	0.5	0.1
34	Cc1cc2c(cc1S(=O)(=O)CCC(=O)Nc1c(C)cccc1C(C)C)OCC(=O)N2	-9	2	-1.1	-0.2
35	CCCCNS(=O)(=O)c1ccc2[nH]c3nc(SCC(=O)NCC4CCCO4)nnc3c2c1 (stereo unspecified)	6	0	-1.2	-0.2
36	COc1ccc(/C=C(/NC(=O)c2ccccc2)C(=O)N2CCC(C)CC2)cc1	2	15	0.2	0.0
37	O=C(N/N=C/c1ccncc1)c1cc(-c2cccc([N+](=O)[O-])c2)n[nH]1	12	-7	0.2	0.3
38	CN1C(=O)C(=Cc2cc([N+](=O)[O-])cc(Br)c2O)C(=O)N(C)C1=O	1	-1	1.1	-0.5
39	O=C(COc1ccc(-c2nnco2)cc1)N1CCc2ccccc21	0	-15	0.6	0.0
40	Cc1ccc(-c2csc(Nc3ccc(S(=O)(=O)Nc4cc(C)on4)cc3)n2)c(C)c1	-1	11	-0.1	-0.2

Further structures.
item	mol	MITF primary	TEAD-YAP block	GPR151 ag	FBW7 act
41	O=C(NCCN1CCOCC1)c1cc(S(=O)(=O)N2CCCC2)ccc1F	4	-1	0.6	-0.1
42	COc1ccc(S(=O)(=O)Nc2cc(C(=O)Nc3ccc(F)c(F)c3)ccc2N2CC3CC(C2)c2cccc(=O)n2C3)cc1 (stereo unspecified)	-5	5	-0.7	0.3
43	COc1cc(NC(=O)Cc2cn(-c3ccc(N4CCC(N5CCOCC5)CC4)nn3)c3ccccc23)cc(OC)c1OC	-5	-22	-2.0	0.0
44	CCOC(=O)C1=C(C)N=c2s/c(=C\c3cn(-c4ccccc4)nc3-c3ccc(Cl)cc3)c(=O)n2C1c1ccc(OC)cc1 (stereo unspecified)	-2	3	0.4	-0.1
45	COC(=O)C1=C(C)N(c2cccc(Cl)c2)C(=O)/C1=C\c1cc2c(cc1Br)OCO2	-8	-1	0.3	-0.2
46	Cc1cc(C)c2c(N)c(C(=O)Nc3nnc(-c4cccs4)s3)sc2n1	-4	-44	-1.3	-0.3
47	CC(N/C=C1/CC(=O)NC1=O)c1ccccc1 (stereo unspecified)	11	0	-1.1	0.0
48	O=[N+]([O-])c1ccc(N2CCNCC2)cc1Sc1nc2ccccc2[nH]1	14	-1	1.8	0.0
49	N#Cc1cccc(-c2nc3cnccn3c2NCc2ccco2)c1	9	0	-0.1	0.1
50	Cc1cccc(CN2CC(c3noc(-c4ccccn4)n3)CC2=O)c1 (stereo unspecified)	-1	1	2.1	-0.1
51	CC(=O)Nc1cccc(NC(=O)CSc2ncccc2-c2nc3ccccc3[nH]2)c1	12	8	0.3	0.0
52	Cc1ccccc1C(=O)Nc1ccnn1C1CCN(C(=O)c2cccs2)CC1	-6	-27	-0.4	-0.1
53	CNC(=O)c1ccc(OCc2ccccc2)c(OC)c1	-8	-5	0.2	-0.1
54	Cc1ccccc1C(=O)Nc1ccc(-c2ccc(N3CCCC3)nn2)cc1	-2	-13	-0.2	-0.1
55	C/C(CC(=O)Nc1ccccn1)=N\NC(=O)c1ccc(Cl)cc1Cl	10	3	0.4	-0.5
56	O=C(Oc1cccnc1)c1cccnc1	-7	4	0.1	0.1
57	CCC(C)NC(=O)COC(=O)Cc1sc(N)nc1-c1ccc(C)cc1 (stereo unspecified)	8	8	2.0	-0.1
58	COc1ccc2c(c1)nc1n2CN(CC2CCCO2)CN1Cc1ccccc1 (stereo unspecified)	-9	-19	0.1	-0.1
59	Cc1cc(F)ccc1NC(=O)CSc1nc2c(oc3ccccc32)c(=O)n1CCCOC(C)C	2	4	1.8	-0.1
60	O=C(COc1ccccc1)Nc1nnc(SCC(=O)NC2CCCCC2)s1	3	2	1.2	0.2

The results go on:
item	mol	MITF primary	TEAD-YAP block	GPR151 ag	FBW7 act
61	O=C(Nc1ncnc2oc(-c3ccccc3)c(-c3ccccc3)c12)c1ccccc1	-8	-10	0.4	-0.1
62	Cc1cc(Cl)c(OCCOCCn2ccnc2)c(Br)c1	75*	-7	1.5	-0.1
63	Cc1cc(N)ccc1NC(=O)c1ccc(N)cc1	3	5	0.2	0.3
64	CSc1nnc(-c2ccccc2Cl)o1	-1	-22	-2.0	0.0
65	Cc1cc(C)c(NC(=O)COc2cc(C(C)(C)C)nn2-c2nc(C)cc(C)n2)c(C)c1	6	-3	0.2	-0.1
66	COC(=O)/C(C#N)=C\c1ccc(OCc2ccccc2)cc1	18	-18	-5.1	1.7
67	Cc1ccc(C)c(NC(=O)CN(C)C(=O)[C@@H](NC(N)=O)C(C)C)c1	3	8	-1.5	-0.1
68	O=C(Nc1cccc(Br)c1)c1ccc2nc(N3C(=O)CCC3=O)sc2c1	-25	-8	-0.6	0.0
69	Cc1cccc(OC(C)C(=O)Nc2ccc(C(N)=O)cc2)c1 (stereo unspecified)	19	1	-2.2	0.7
70	Cc1ccc(C)c(OCc2nc(-c3ccccc3Cl)no2)c1	-4	-40	-1.1	0.1
71	COc1cccc(C2C(C#N)=C(N)Oc3n[nH]c(-c4cccs4)c32)c1OC (stereo unspecified)	-8	2	-0.6	-0.4
72	Cc1ccccc1NC(=O)C1CCN(Cc2nc3ccccc3[nH]2)CC1	3	-1	-0.6	-0.1
73	O=C(/C=C/c1ccc(Br)cc1)NCCCn1ccnc1	3	1	0.0	0.0
74	CCc1cc2ccc(C)cc2nc1SCC(=O)NNC(C)=O	-1	4	-0.5	0.1
75	Cc1cc(NCc2cccnc2)nc(NCc2cccnc2)n1	-6	9	0.9	0.0
76	O=C(N1CCn2cnnc2C1)C1(c2ccccc2)CC1	-2	2	-0.5	-0.2
77	Cc1nc(NCCc2c[nH]c3ccccc23)cc(-c2ccncc2)n1	7	3	-2.2	-0.2
78	CSc1ccccc1C(=O)NCC(c1ccc(F)cc1)N1CCOCC1 (stereo unspecified)	-5	1	-1.5	-0.1

In the list so far, these have a cyano group:
item	mol	MITF primary	TEAD-YAP block	GPR151 ag	FBW7 act
49	N#Cc1cccc(-c2nc3cnccn3c2NCc2ccco2)c1	9	0	-0.1	0.1
66	COC(=O)/C(C#N)=C\c1ccc(OCc2ccccc2)cc1	18	-18	-5.1	1.7
71	COc1cccc(C2C(C#N)=C(N)Oc3n[nH]c(-c4cccs4)c32)c1OC (stereo unspecified)	-8	2	-0.6	-0.4

Look-ups from the list.
compound 78 in MITF primary reads -5
compound 77 in GPR151 ag reads -2.2
compound 74 in GPR151 ag reads -0.5
compound 72 in TEAD-YAP block reads -1
